Screening data deposited in PubChem BioAssay by several laboratories.
TCR-CD3 inh: blocks the human TCR-CD3 interaction; TAMRA-labeled TCR probe fluorescence, biochemical; inhibition, % at 9.4 µM; 360,000 tested, 0.37% active; in the data active means inhibition above about 19%;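 further: recombinant mutant TCR 2C K166C tagged with TAMRA read by polarization; 0% = receptor in buffer alone and 100% = receptor with positive control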
mABHD4 FP: inhibitors of mouse ABHD4; 370,000 tested, 0.54% active; inhibition, % at 8.92 µM; Q8VD66; AID 720543; purified mABHD4, FP-Rh probe fluorescence polarization;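 active means inhibition exceeding the mean over every tested compound plus 3 SD, cut at about 30% in these data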;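 further: 0% = plate median of compound wells and 100% = S159A mutant with DMSO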
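system = mouse ABHD4 enzyme, wild type | medium = HEPES pH 7.0, NaCl, Pluronic buffer | also added = FP-Rh probe | incubation = Enzyme–compound pre-incubation 45 min, then probe 60 min, both 25 °C | technique = fluorescence polarization, excitation 525 nm, emission 598 nm, BODIPY TMR filters | controls = S159A mutant high control, sample median low control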
PRMT1 FP inh: inhibitors of human PRMT1 | AID 652257 | 370,000 tested, 1.3% active | inhibition, % at 2.79 µM | recombinant PRMT1, activity-based probe fluorescence polarization;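 active means inhibition above about 21% made by adding two undisclosed values, limit read from the data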
Target sequence (Q99873 whole entry, looked up): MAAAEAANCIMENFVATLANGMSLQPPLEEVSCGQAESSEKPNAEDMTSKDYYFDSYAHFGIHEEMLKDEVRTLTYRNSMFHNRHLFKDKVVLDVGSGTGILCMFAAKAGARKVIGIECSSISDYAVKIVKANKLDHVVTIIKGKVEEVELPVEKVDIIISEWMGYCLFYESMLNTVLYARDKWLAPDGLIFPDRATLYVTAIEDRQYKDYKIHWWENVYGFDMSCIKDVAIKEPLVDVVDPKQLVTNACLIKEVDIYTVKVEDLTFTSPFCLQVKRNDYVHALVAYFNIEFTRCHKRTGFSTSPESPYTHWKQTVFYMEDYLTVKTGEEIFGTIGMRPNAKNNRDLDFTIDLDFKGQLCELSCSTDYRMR
TDP2 absorb: blocks human TDP2 phosphodiesterase activity; recombinant TDP2, T5PNP hydrolysis, p-nitrophenol absorbance 415 nm; 370,000 tested, 0.34% active; O95551; inhibition, % at 12.8 µM;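 active means inhibition above the mean of all tested compounds plus 3 SD, set per campaign, cut at about 25% in these data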;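 further: 0% = DMSO with enzyme and 100% = buffer with substrate but no TDP2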
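test system = human TDP2 enzyme | input = TDP2 enzyme at 120 nM final | medium = 50 mM Tris-HCl pH 7.5 with Mg2+, KCl, DTT, BSA | also added = T5PNP substrate, 5 mM | times = 2 h at 37 °C | technique = epi absorbance | benchmarks = high control without enzyme, low control DMSO plus TDP2 | replication = each compound tested once, singlicate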
rCAG binder: molecules binding r(CAG) RNA repeats | r(CAG) RNA repeat, TO-PRO-1 dye displacement fluorescence | inhibition, % at 3 µM | 370,000 tested, 1.3% active;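 active means inhibition above the plate cutoff, the mean of all test compounds on that plate plus 3 SD, cut at about 35% in these data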;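 further: 0% = DMSO alone and 100% = 100 µM mitoxantrone as full dye displacement; higher means more dye released from RNA so lower well fluorescence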
MBD2 inh: inhibitors of human MBD2 binding to methylated oligonucleotide; inhibition, % at 4.4 µM; 370,000 tested, 0.31% active; TR-FRET; in the data active means inhibition above about 13%
GC-B act: GC-B (human) receptor activation | P20594 | HEK293-GC-B cells, CNP EC30, cGMP TR-FRET; 0% at EC30 CNP, 100% saturating CNP | activation, % at 10 µM | 370,000 tested, 0.11% active | AID 1920062;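 active means activation at 10 µM reaching about 35% in either raw or pattern-adjusted values, limit read from the data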
HTRA1 inh: inhibitors of human serine peptidase HTRA1 | 340,000 tested, 0.5% active | inhibition, % at 5.96 µM | AID 504803 | recombinant HTRA1, FP-rhodamine activity-based probe, fluorescence polarization | Q92743; in the data active means inhibition above about 36%;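 further: 0% = enzyme with DMSO and 100% = wells lacking enzyme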
Target sequence (Q92743 whole entry, looked up): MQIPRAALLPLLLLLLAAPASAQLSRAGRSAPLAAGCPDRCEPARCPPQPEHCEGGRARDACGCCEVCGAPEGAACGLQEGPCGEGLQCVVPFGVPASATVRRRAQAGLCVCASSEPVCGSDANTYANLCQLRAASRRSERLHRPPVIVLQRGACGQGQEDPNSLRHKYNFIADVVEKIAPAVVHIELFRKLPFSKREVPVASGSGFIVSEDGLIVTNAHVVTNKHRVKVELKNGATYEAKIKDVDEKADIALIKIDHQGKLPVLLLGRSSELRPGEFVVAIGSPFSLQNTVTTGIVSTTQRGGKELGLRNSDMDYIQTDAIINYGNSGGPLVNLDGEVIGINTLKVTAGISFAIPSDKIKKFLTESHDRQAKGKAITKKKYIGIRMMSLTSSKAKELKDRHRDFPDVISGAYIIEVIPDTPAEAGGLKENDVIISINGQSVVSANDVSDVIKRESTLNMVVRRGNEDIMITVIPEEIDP
SIAE inh: human SIAE inhibition, primary screen; SIAE FP-Rh probe binding, fluorescence polarization; AID 1053197; 370,000 tested, 0.69% active; inhibition, % at 9.66 µM; Q9HAT2;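 active means inhibition above a cutoff: mean of compounds within the control limits plus 3 SD of those, cut at about 17% in these data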;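 further: 0% = plate median of compound wells and 100% = probe without SIAE protein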
LEDGF integ inh: blocks HIV-1 LEDGF/p75-dependent DNA integration. TR-FRET IN-LEDGF/p75 DNA integration, Eu/Cy5. 370,000 tested, 0.64% active. AID 743269. inhibition, % at 3.7 µM;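 active means inhibition above the screen-wide mean plus 3 SD, cut at about 13% in these data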;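 further: signal is the Cy5 over europium emission ratio at 671 and 618 nm; 0% = plate median of compound wells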
* hit, by the source's call; x = not tested or not shown.

Field names: A = TCR-CD3 inh; B = mABHD4 FP; C = PRMT1 FP inh; D = TDP2 absorb; E = rCAG binder; F = MBD2 inh; G = GC-B act; H = HTRA1 inh; I = SIAE inh; J = LEDGF integ inh
NC(=O)CC(NC(=O)c1cccc(Br)c1)c1ccc(NCC2CC2)c([N+](=O)[O-])c1 (centres undefined)
  A: -6; B: -9; C: 3; D: -3; E: 12; F: 7; G: 0; H: -3; I: -1; J: 1

CCc1ccc(-c2nc(SCC(=O)NC3CCS(=O)(=O)C3)n[nH]2)cc1 (centres undefined)
  A: 2; B: 0; C: 1; D: 8; E: 3; F: -3; G: -5; H: 1; I: 0; J: 4

CC(=O)/C=C\c1ccccc1OC(=O)c1cc2ccccc2oc1=O
  A: 2; B: 2; C: 3; D: -9; E: -2; F: -5; G: 2; H: 8; I: 1; J: -1

Cc1cc(C)c(NC(=O)COC(=O)c2c(C)noc2C)c(Cl)c1
  A: -5; B: -5; C: 2; D: 1; E: 0; F: 5; G: 2; H: 6; I: 5; J: -3

C=C(C(=O)O)C1CCC2(C)CCCC(C)(O)C2C1 (centres undefined)
  A: 1; B: 3; C: 0; D: 4; E: 3; F: 5; G: -6; H: 0; I: 6; J: -1

Cc1ccccc1C(=O)NC1CCCCN(C(C)C)C1=O (centres undefined)
  A: x; B: 0; C: 3; D: 11; E: 2; F: -5; G: 6; H: x; I: 2; J: -2

CCn1c(SCC(=O)c2ccc3c(c2)Cc2ccccc2-3)nnc1-c1ccc(N)cc1
  A: 1; B: -9; C: -4; D: 13; E: 10; F: -4; G: -4; H: -14; I: -5; J: 0

CCOC(=O)C1=C(C)NC(SCC(N)=O)=C(C#N)C1c1cccs1 (centres undefined)
  A: 0; B: 6; C: -2; D: 2; E: 1; F: 0; G: -4; H: -7; I: 4; J: -2

O=C(NC(=S)Nc1ccc2[nH]c(=O)[nH]c2c1)c1ccccc1[N+](=O)[O-]
  A: 12; B: -1; C: -4; D: -10; E: 3; F: -6; G: -4; H: -5; I: 1; J: 1

CC1CN(C(=O)COC(=O)COc2ccc(C#N)cc2)CC(C)O1 (centres undefined)
  A: 0; B: 2; C: 0; D: 5; E: -3; F: 2; G: -3; H: -1; I: 1; J: 2

Cc1ccc(S(=O)(=O)N2CCCC(C(=O)Nc3ccc(C(=O)O)cc3)C2)cc1Cl (centres undefined)
  A: 5; B: -2; C: -1; D: 5; E: 10; F: -1; G: 1; H: 4; I: -5; J: 7

CCn1cc(S(=O)(=O)NCCc2ccc(F)cc2)cn1
  A: -6; B: -3; C: -3; D: -27; E: 1; F: -1; G: 2; H: -2; I: -6; J: 1

CC(=O)N(Cc1ccccc1)Cc1nc2sc(C)c(C)c2c(=O)[nH]1
  A: 9; B: 2; C: -5; D: 9; E: -6; F: -3; G: -4; H: -6; I: 9; J: 3

O=C(COc1ccc(S(=O)(=O)N2CCCCC2)cc1)N1CCCCCC1
  A: 2; B: 5; C: 1; D: 4; E: 0; F: -4; G: 5; H: -4; I: -4; J: -2

Cc1csc(NC(=O)c2ccc(S(=O)(=O)N3CCN(C)CC3)cc2)n1
  A: 6; B: -4; C: 0; D: 4; E: 2; F: 0; G: 3; H: 2; I: 5; J: 0

CCN1CCN(CCCN(Cc2ccco2)C(=S)Nc2cccc(Cl)c2C)CC1
  A: 10; B: 0; C: -1; D: 5; E: -5; F: 1; G: -3; H: 1; I: 0; J: 3

COC(=O)C1=C(C)N(CCc2ccccc2)C(=O)/C1=C\c1ccco1
  A: -11; B: 4; C: 6; D: 5; E: 1; F: 1; G: -5; H: -3; I: 1; J: 0

CSc1cccc(CN2CCC(Oc3cccc(C(=O)N4CCCC4)c3)CC2)c1
  A: -5; B: 0; C: 0; D: -13; E: -11; F: -1; G: -6; H: -1; I: 3; J: -4

O=C(CN1CCN(CC(=O)Nc2cccc(F)c2)CC1)Nc1ccc(-c2ccccc2)cc1
  A: 2; B: 4; C: 4; D: 17; E: -2; F: 7; G: 2; H: 4; I: 4; J: -4

CC1CC(=O)c2cnc(NCc3ccco3)nc2C1 (centres undefined)
  A: -2; B: -7; C: -3; D: -6; E: 3; F: -5; G: 2; H: 7; I: -1; J: 8

CCOC(=O)N1CCN(C(=O)CSc2nc(=O)n3cccc(C)c3n2)CC1
  A: -3; B: 5; C: -1; D: -5; E: -3; F: 2; G: 4; H: 3; I: -8; J: 2

CCOC(=O)Cc1csc(NC(=O)COc2ccc(N(C)S(=O)(=O)c3ccc(C)cc3)cc2)n1
  A: -1; B: -9; C: 2; D: -12; E: 3; F: 2; G: -2; H: -29; I: -9; J: 1

OC1CCCC1NCc1ccnc2cc(Cl)ccc12 (centres undefined)
  A: 0; B: 1; C: 0; D: 7; E: 5; F: -1; G: -7; H: 3; I: 1; J: 0

Cc1cc(C)n(C(=O)CNC(=O)c2cccc(F)c2)n1
  A: 2; B: 6; C: -1; D: 10; E: -2; F: 0; G: -3; H: 1; I: 9; J: 0

O=C(O)C1CC(=O)N(c2ccc(Br)cc2)C1 (centres undefined)
  A: -4; B: 4; C: -2; D: 9; E: 0; F: 1; G: 5; H: 3; I: 3; J: 1

CC1=C(C(=O)OCCNC(=O)c2cccnc2)C(c2cccc([N+](=O)[O-])c2)C(C(=O)OCCN(C)C)=C(C)N1 (centres undefined)
  A: -10; B: -2; C: 1; D: -4; E: -5; F: 3; G: -3; H: 1; I: 2; J: -1

COc1cc(OC)cc(OC(=O)c2cccc(S(=O)(=O)N3CCN(C)CC3)c2)c1
  A: 3; B: 1; C: -5; D: -10; E: -3; F: -5; G: -2; H: 4; I: -8; J: 5

COc1ccc(Cn2c(C)c(C)c(C#N)c2NC(=O)Nc2ccc(Cl)cc2)cc1
  A: -3; B: -11; C: 6; D: -3; E: 8; F: 0; G: -16; H: -7; I: -3; J: -3

Cc1ccc(-c2c(C)nn3c(N4CCOCC4)cc(C)nc23)cc1
  A: 2; B: 4; C: 0; D: -6; E: -5; F: -4; G: -1; H: 7; I: 0; J: 0

Cc1ccc(C(=O)/C=C/c2ccco2)c(O)c1
  A: 6; B: 1; C: 5; D: -5; E: 9; F: -4; G: -7; H: -7; I: 1; J: 1

CCOC(=O)C1=C(C)N=c2s/c(=C\c3ccc(C(=O)O)cc3)c(=O)n2C1c1ccc(F)cc1 (centres undefined)
  A: -6; B: 1; C: 13; D: -1; E: 6; F: 2; G: -3; H: -2; I: -1; J: 1

CCn1ncc(CN2CCN(Cc3ccc(OC)c(C)c3C)C(CCO)C2)c1C (centres undefined)
  A: 8; B: 3; C: -2; D: 13; E: -8; F: 0; G: -2; H: 2; I: 5; J: 2

COc1ccc(CN2CC(=O)N3[C@H]4c5ccccc5OC[C@@H]4[C@H](c4ccccc4)[C@]3(C)C2=O)cc1
  A: 5; B: -9; C: 9; D: -3; E: -13; F: -4; G: -5; H: -48; I: -7; J: 0

CCOC(=O)c1ccc(NC(=O)c2ccc(OC(C)C)c(OC)c2)cc1
  A: 0; B: -15; C: -4; D: 7; E: -4; F: -2; G: 4; H: -19; I: -4; J: 4

C=CCC1(C#N)C(=S)NC(C)=C(C(=O)OCC)C1c1ccccc1 (centres undefined)
  A: 0; B: 0; C: 0; D: -9; E: 3; F: -2; G: -6; H: x; I: 3; J: -1

CCOC(=O)C1C(=O)Nc2nc3ccccc3n2C1C(C)C (centres undefined)
  A: 2; B: 4; C: 0; D: -1; E: -1; F: 0; G: -3; H: 4; I: -4; J: 3

N#CCCn1cc(C=C(C#N)C#N)c(-c2ccc(Cl)cc2)n1
  A: 9; B: 2; C: 7; D: -3; E: 7; F: 2; G: 2; H: x; I: 6; J: -5

Cc1ccc(C=Nc2ccccc2C(=O)Nc2ccccc2)cc1
  A: -4; B: -2; C: 2; D: -8; E: -1; F: 0; G: -6; H: -9; I: -4; J: 4

CCCN(CC(=O)Nc1ccccc1C)C(=O)C1CCN(c2ncnc3sc(C)c(C)c23)CC1
  A: 5; B: 4; C: -3; D: -11; E: -6; F: -4; G: 2; H: -5; I: 2; J: 4

COCCOC(=O)c1c(N)n(CCCN2CCOCC2)c2nc3ccccc3nc12
  A: 12; B: 0; C: 2; D: 2; E: -7; F: -6; G: 8; H: -2; I: 3; J: 3

CCCC[C@H]1C2=C3[C@@H](CC(C(=O)OC)=C[C@@H](C(=O)OC)[C@H]3C(C)(C)C2=O)n2c(=O)n(-c3ccccc3)c(=O)n21
  A: 0; B: 5; C: -1; D: -5; E: 2; F: 0; G: 4; H: -18; I: 3; J: 2

CCn1nc(C)c(CNC(=O)c2ccc(OC3CCN(Cc4ccccn4)CC3)cc2)c1C
  A: 0; B: 5; C: 0; D: -5; E: -13; F: 2; G: 0; H: 2; I: 0; J: 1

CCC(CC)C(=O)Nc1c2cnn(-c3ccccc3)c2nc(=O)n1-c1ccccc1
  A: 7; B: -4; C: 0; D: 4; E: 3; F: 1; G: 4; H: -5; I: 4; J: 0

COc1ccccc1N(CN1C(=O)c2ccccc2C1=O)C(=O)c1cccnc1
  A: -1; B: 3; C: 2; D: 13; E: -3; F: -4; G: 3; H: 5; I: -1; J: -2

Cc1ccc(CSc2nnc(-c3ccc(S(=O)(=O)N4CCCC4)cc3)o2)cc1
  A: -6; B: 6; C: 5; D: 7; E: 5; F: 5; G: 1; H: 0; I: -3; J: 0

N#Cc1c(N)sc(=S)c2c1CCCCC2
  A: 26*; B: 35*; C: 40*; D: 11; E: 14; F: 10; G: -4; H: 26; I: 3; J: 19*

COC(=O)[C@@]12C[C@@H](CC(=O)N3CCCCC3)C(=O)N(Cc3cccc4ccccc34)C1=CCC(C)(C)C2
  A: 4; B: -4; C: 0; D: -1; E: 7; F: 1; G: 1; H: x; I: 1; J: 2

Cc1ccc(C(=O)N[C@H](C(=O)Nc2ccc(F)cc2)C(C)C)cc1
  A: 0; B: 4; C: 1; D: 1; E: 1; F: -1; G: 6; H: -10; I: -11; J: -2

CN(Cc1ccon1)C(=O)CC1C(=O)NCCN1Cc1ccccc1C(F)(F)F (centres undefined)
  A: 4; B: -3; C: 1; D: 22; E: -2; F: 2; G: 0; H: 0; I: 10; J: 1

CCOC(=O)c1c(N)n[nH]c1-c1ccc(OC)cc1
  A: 3; B: -1; C: 1; D: 3; E: -2; F: 1; G: 0; H: -1; I: -4; J: 2

(further entries)
Field names: A = TCR-CD3 inh; B = mABHD4 FP; C = PRMT1 FP inh; D = TDP2 absorb; E = rCAG binder; F = MBD2 inh; G = GC-B act; H = HTRA1 inh; I = SIAE inh; J = LEDGF integ inh
c1ccc(CCc2ccccc2-c2nc(-c3cccnc3)no2)cc1
  A: 2; B: -7; C: 2; D: 3; E: 3; F: 4; G: -6; H: -36; I: -5; J: 2

COc1ccc(Br)cc1CN1C(=O)NC2(CCCCCC2)C1=O
  A: -1; B: 0; C: -2; D: -2; E: 0; F: -3; G: 0; H: -13; I: -5; J: 0

O=C1/C(=C/c2ccc(Cl)cc2)SC(=S)N1CCC(=O)N1CCCCC1CCO (centres undefined)
  A: 9; B: -5; C: 1; D: 15; E: 4; F: 1; G: -1; H: -29; I: 0; J: 2

C/C(=N\NC(=O)COc1cccc2ccccc12)c1cccs1
  A: 0; B: -5; C: 0; D: -9; E: -1; F: 2; G: -1; H: -21; I: 2; J: -2

Not all compounds are listed (hit frequency here may not be typical).
